hiPSC survival: enhancers of single-cell hiPSC survival, primary screen, ATPlite luminescence | 100% = ROCK inhibitor wells, 0% = DMSO | survival enhancement, % at 20 µM | 0.044% of 360,000 active; in the data active = survival enhancement above about 18%;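 also: cells exposed to compounds for 16 hours before the ATP read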
NR2E3 ag-1: inhibitors of NR2E3-RetCOR corepressor binding, primary screen, NR2E3 agonist project, biochemical, TR-FRET, GST-NR2E3, biotin-RetCOR; 1536-well; 0.12% of 320,000 active; AID 2300, 2010; inhibition of corepressor binding, % at 4.78 µM; Photoreceptor-specific nuclear receptor (Homo sapiens), Q9Y5X4;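 active = percent inhibition above the cutoff of mean plus 3 SD of all tested compounds, set per screening campaign, cut at about 20% in these data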;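 also: 0% = DMSO wells and 100% = biotin wells as full block of FRET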
Target sequence (Q9Y5X4 whole entry, looked up): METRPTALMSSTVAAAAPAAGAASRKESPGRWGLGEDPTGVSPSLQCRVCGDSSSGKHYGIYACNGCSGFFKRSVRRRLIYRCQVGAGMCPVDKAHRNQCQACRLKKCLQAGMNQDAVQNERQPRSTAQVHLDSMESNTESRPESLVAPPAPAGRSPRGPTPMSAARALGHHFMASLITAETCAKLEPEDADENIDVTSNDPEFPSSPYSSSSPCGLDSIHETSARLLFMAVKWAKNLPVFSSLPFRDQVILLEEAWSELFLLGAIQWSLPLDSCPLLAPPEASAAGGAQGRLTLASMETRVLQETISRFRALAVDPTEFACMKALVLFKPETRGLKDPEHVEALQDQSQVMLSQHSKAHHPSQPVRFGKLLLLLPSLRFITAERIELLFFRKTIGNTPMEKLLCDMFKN
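Material – GST-tagged NR2E3 plus biotinylated RetCOR corepressor · Quantity – NR2E3 fusion 1.35 nM · Times – 5 h incubation at 4 °C · Medium – pH 7.5 Tris-based buffer · Technique – TR-FRET, Eu(K)-anti-GST donor, streptavidin-D2 acceptor, ex 340, em 617/671 nm · Benchmarks – high control biotin, low control 0.6% DMSO · Format – 1536-well plates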
KKLEB tox: cytotoxicity in KKLEB CF airway cells, primary screen, cytotoxicity control for CF NF-kB inhibitor project, cell-based, uHTS, fluorescence assay plates. KKLEB CF airway cells viability, ATPlite luminescence, overnight; hits give low values; cells stimulated with P. aeruginosa culture filtrate. activity change (cytotoxicity), % at 5 µM. 0.36% of 360,000 active;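 active = corrected activity change at or below -50% at 5 µM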
Shn3 inh set2: reduction of Shn3 3'UTR firefly luciferase signal, primary screen, Schnurri-3 inhibitor project, cell-based, Clone20 osteoblasts, set 2; Clone20 osteoblast Shn3 3'UTR firefly luciferase, 24 h; AID 588674, 2011; inhibition, % at 12.5 µM; 0.52% of 360,000 active;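 active = mean inhibition of at least 75% with every replicate also reaching 75%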;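 also: 0% = median of neutral control wells and 100% = pilot-screen positive control compound; some compounds past the cut are filed as inactive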
aDG glyco act: activators of alpha-DG glycosylation, primary screen, uHTS, Pro5-aDG cells, AlphaScreen | activation, % at 10 µM | AID 624168, 2012 | 0.22% of 360,000 active | alpha-DG glycosylation AlphaScreen (IIH6); 0% Pro5, 100% B10-LARGE cell signal;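 active = activation of at least 8% versus controls, or a plate z-score of at least 8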;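 also: Pro5 are CHO cells carrying HIG-tagged alpha-DG that lacks glycosylation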
NR2E3 ag-2: NR2E3 agonists in two-hybrid cells, primary screen, cell-based, luminescence, CHO-S, Gal4-NCOR/VP16-NR2E3; Photoreceptor-specific nuclear receptor (Homo sapiens), Q9Y5X4; luciferase; inhibition of corepressor binding, % at 3.98 µM; 0.35% of 360,000 active; AID 602229, 2012;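 active = inhibition above the mean of all tested compounds plus 3 SD, cut at about 70% in these data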;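 also: 0% = DMSO with NR2E3 transfected cells and 100% = cells lacking NR2E3 construct; higher means lower luciferase signal from less NR2E3 corepressor binding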
TWEAK Fn14 block: inhibitors of TWEAK-Fn14 signaling, primary screen, luciferase reporter cells, uHTS; TWEAK-stimulated Fn14 reporter cells, luciferase luminescence, 8 h; inhibition, % at 10 µM; 2% of 360,000 active; AID 1159606, 2016; in the data active = inhibition above about 50%
Peg3 prom inh: Peg3 promoter-driven luciferase inhibitors, primary screen, cell-based, HeLa, luciferase luminescence. HeLa PEG-Prom luciferase reporter, overnight. inhibition, % at 20 µM. 1.7% of 360,000 active;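 active = inhibition of at least 50% at 20 µM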
TRPM1 prom inh: inhibitors of MITF-dependent TRPM1 promoter reporter, primary screen, cell-based, SK-MEL-5, single point, luciferase; SK-MEL-5 TRPM1 promoter luciferase, 24 h; 0.83% of 330,000 active; inhibition, % at 12.5 µM;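 active = mean inhibition across replicates of 60% or more, whatever share of single replicates reaches that level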; also: values of inactives mirror those of a sister screen read the other way
HIF-2a inh: HIF-2a reporter inhibitors, primary screen, luminescence, 786-0 RCC cells. 0.72% of 360,000 active. 786-0 RCC cells HIF-2a reporter, luciferase luminescence, overnight. inhibition, % at 18.8 µM. AID 624352, 2012;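 active = inhibition of the luminescence signal of 40% or more relative to plate controls, in a single-dose primary screen at 18.75 µM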
CF NFkB block: inhibitors of PAF-induced NF-kB signaling, primary screen, cell-based, GFP fluorescence, uHTS. inhibition, % at 5 µM. 0.86% of 360,000 active. KKLEB NF-kB-GFP reporter, GFP fluorescence overnight. AID 588850, 2011;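 active = at least 50% inhibition at 5 µM, scaled per plate between neutral and stimulator controls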;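 also: PAF is a Pseudomonas aeruginosa culture filtrate used as stimulus; plate controls were PAF-stimulated DMSO wells for no effect and unstimulated DMSO wells for full effect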
* hit, by the source's call; / = not tested or not shown; & = joins results of further samples.

Under each structure – hiPSC survival | NR2E3 ag-1 | KKLEB tox | Shn3 inh set2 | aDG glyco act | NR2E3 ag-2 | TWEAK Fn14 block | Peg3 prom inh | TRPM1 prom inh | HIF-2a inh | CF NFkB block
- N#Cc1ccc(CN2CCN(C(=O)c3ccc(S(=O)(=O)NCc4ccco4)cc3)CC2)cc1
    -1.2 | 2 | 4 | 6 | 0.1 | -13 | 11 | 19 | 5 | 7 | 3
- O=C1c2ccccc2C(=O)N1c1ccc(Cl)cn1
    -0.6 | 1 | -10 | -32 | 0.1 | -1 | 0 | 5 | 2 | 6 | 6
- CC(C)c1ccc(OC(=O)NCCO)cc1
    -1.5 | 3 | -3 | -29 | -0.4 | -5 | -22 | -59 | -12 | -62 | 0
- CC(=O)NC1C(=O)N=C(SCC(=O)Nc2ccc(C(F)(F)F)cc2Cl)NC1=O (stereo not drawn)
    -1.3 | -3 | -3 | -6 | -0.1 | -11 | 6 | 11 | 13 | 22 | 22
- COCCCNCCOCCOc1ccc(Cl)cc1C(C)(C)C
    -1.9 | -5 | -24 | -2 | 1.7 | -13 | -23 | 38 | 2 | 4 | 33
- C/C(=N\O)c1ccc2c(c1)OCCO2
    0.1 | 0 | -10 | -15 | 0.9 | 6 | -1 | -4 | 5 | -1 | 18
- COCCNC(=O)COC(=O)c1ccc(OCC(=O)Nc2ccccc2OC)c(OC)c1
    -0.5 | -3 | 1 | -6 | 0.0 | -2 | -8 | 0 | -1 | 22 | -1
- Cc1cc(=O)oc(C)c1C(=O)OCC(=O)c1ccc(Cl)c(Cl)c1
    0.6 | 3 | -11 | -6 | 0.3 | -3 | -12 | -3 | -4 | -2 | 13
- COc1ccc(CN(C(=O)c2cc3ccccc3oc2=O)C2CCS(=O)(=O)C2)cc1 (stereo not drawn)
    -0.4 | 1 | 14 | 5 | -0.2 | -3 | -25 | -58 | -16 | -23 | -4
- O=C(CN(c1ccc(Cl)c(Cl)c1)S(=O)(=O)c1ccccc1)N1CCc2ccccc2C1
    1.3 | 4 | 9 | -6 | 1.5 | 4 | 12 | 29 | 3 | 18 | 1
- CCCn1c(N)c(C(=O)COC(=O)CCNS(=O)(=O)c2ccccc2F)c(=O)[nH]c1=O
    0.0 | 10 | -2 | 3 | 0.4 | -28 | -4 | -6 | -2 | 4 | -6
- CC1CCC2(CC1)NC(=O)N(CC(=O)Nc1cccc(C#N)c1)C2=O (stereo not drawn)
    2.7 | 2 | 5 | -1 | 0.0 | -13 | 6 | -9 | -2 | 5 | -8
- Nc1nnc(C(F)(F)F)s1
    -2.1 | 1 | 9 | 5 | 0.2 | -7 | 4 | 5 | 13 | 2 | -7
- COCCN(C(=O)CCC(=O)Nc1cc(C)on1)C(C(=O)NC(C)(C)C)c1ccc(OC)cc1 (stereo not drawn)
    -0.4 | 2 | -1 | -2 | -0.2 | -14 | -5 | 8 | 6 | 5 | -3
- Cc1cccc(NC(=O)CN(C)C(=O)C2CC2)c1C
    0.3 | -2 | -1 | -9 | -0.1 | 12 | 2 | -9 | 4 | 4 | 11
- CN(Cc1ccccc1)c1nc(N)nc(Cl)c1C=O
    0.0 | 3 | -3 | -17 | 0.2 | -2 | 11 | 18 | 1 | 17 | 17
- CC(C)c1ccccc1NS(=O)(=O)N(C)C
    -1.1 | -2 | -2 | 8 | -0.3 | 4 | 12 | -3 | 9 | 3 | -10
- Cc1cccc(NC(=O)c2sc3nc(-c4ccccc4)cn3c2C)n1
    -0.7 | -3 | 12 | -16 | 1.4 | -62 | 6 | -106 | -8 | -210 | -14
- CC(=O)Nc1ccc(S(=O)(=O)N(C)CC(=O)OC(C)C(=O)NC2CCCCC2)cc1 (stereo not drawn)
    -0.3 | 0 | -7 | -1 | -0.3 | -14 | -5 | -3 | -1 | -5 | 0
- C/C(=N/NC(=O)c1ccc2c(c1)OCCO2)c1ccc([N+](=O)[O-])cc1
    -0.3 | 0 | -1 | -60 | 0.0 | -49 | -16 | -70 | -23 | -114 | 7
- COc1cccc(CNc2nc(-c3cccnc3)nc3ccccc23)c1
    -0.4 | -1 | -3 | -6 | 0.1 | -31 | -14 | 19 | 1 | 10 | 3
- CCCCn1c(SCC(=O)NCc2ccc(OC)c(C(=O)O)c2)nc2cc(S(N)(=O)=O)ccc21
    -0.2 | -1 | 13 | -5 | -0.1 | 23 | -3 | 8 | -12 | 13 | 10
- O=C(Nc1cccc(-c2nc3ncccc3o2)c1)c1ccccc1
    -0.4 | 2 | 7 | 1 | 0.1 | -16 | -16 | -50 | -21 | -74 | -23
- CCCCNC(=S)NCc1ccc2[nH]c3c(c2c1)CCCC3
    -2.8 | 1 | -1 | 9 | -0.4 | 2 | 13 | 7 | / | -18 | -5
- O=C(COC(=O)c1cc(C(F)(F)F)cc(C(F)(F)F)c1)NCc1ccc(Cl)cc1
    1.7 | -4 | -17 | 20 | -0.1 | -3 | -32 | 9 | -2 | 4 | -1
- CCN(C(=O)COC(=O)CCCc1c[nH]c2ccccc12)c1c(N)n(Cc2ccccc2)c(=O)[nH]c1=O
    -0.4 | / | 12 | -6 | 1.3 | -6 | -8 | -17 | -1 | 1 | 10
- CN(CCOc1ccc(Cl)cc1)C(=O)c1cc(S(=O)(=O)N2CCOCC2)ccc1N1CCCC1
    -0.3 | 2 | -5 | 20 | -0.1 | -58 | 15 | 17 | 2 | 16 | -8
- CC(C)CCNC(=O)c1cc(-c2ccncc2)nc2ccc(S(=O)(=O)N3CCOCC3)cc12
    2.6 | -3 | 5 | -5 | 0.1 | -1 | -20 | 17 | -6 | 18 | -6
- CCCS(=O)(=O)N1CCN(C(=O)COc2ccc(OC)cc2)CC1
    0.1 | -1 | -1 | -4 | 0.0 | -16 | -4 | 8 | 4 | 16 | 2
- COCC(C)n1c(SCC(=O)NC(=O)NC2CCCC2)nc2ccccc2c1=O (stereo not drawn)
    1.2 | 1 | -5 | -6 | 0.1 | -6 | 16 | 17 | 38 | 22 | 7
- CCN1C[C@@H]2[C@@H]3C(=O)N(Cc4ccccc4)C(=O)[C@@H]3[C@](Cc3ccccc3)(C1=O)N2C(=O)c1ccc(C(F)(F)F)cc1
    -2.4 | / | 12 | 6 | 0.2 | -33 | 17 | 3 | 5 | 8 | 8
- CN(CC(=O)N1CCN(C2CCCCC2)CC1)S(=O)(=O)c1cccc2nsnc12
    0.4 | 1 | 7 | 6 | -0.2 | 0 | 1 | 0 | 0 | 1 | 2
- CCOc1ccc2[nH]c3c(N4CCN(C(=O)c5ccco5)CC4)ncnc3c2c1
    -0.7 | -1 | 12 | 14 | 0.0 | -14 | 7 | 32 | / | 23 | -31
- Cc1ccc(C(=O)N(CC(=O)NC2CCCCC2)c2ccccc2C)s1
    0.1 | -4 | 4 | -9 | -0.1 | 15 | 1 | -15 | 0 | 1 | -14
- CCCCNc1c(-c2ccc(OC)c(SC(C)CC)c2)nc2ccc(C)cn12 (stereo not drawn)
    -1.7&3.6 | / | -18 | 5 | 1.2&0.3 | -26&-8 | 41&18 | 100* | 1 | -34&-30 | 41
- CCc1cc(C(=O)O)c(NC(=O)/C=C/c2ccc(OC)cc2)s1
    1.1 | 0 | 10 | -139 | -0.1 | -82 | -23 | -175 | -70 | -219 | -20
- CC(=O)N1CCCc2cc(S(=O)(=O)NC(C(=O)NC3CCCCC3)C(C)C)ccc21 (stereo not drawn)
    -0.7 | 0 | 9 | -82 | -0.1 | 11 | -6 | 16 | -5 | 8 | 13
- O=C(O)Cc1ccc(NC(=O)c2ccc3c(c2)C(=O)N(Cc2ccco2)C3=O)cc1
    -0.5 | 6 | 8 | 10 | -0.3 | 1 | -1 | 5 | 0 | 15 | -8
- CCOC(=O)C1=C2c3cc(OC)c(OC)cc3CC(C)(C)N2C(=O)C1=O
    1.3 | 2 | -6 | -3 | 0.0 | 9 | 13 | -9 | 3 | 6 | 19
- Cc1cccc(NC(=O)Cn2nc(-c3ccco3)ccc2=O)c1C
    0.0 | 0 | 14 | 8 | 0.1 | -5 | -5 | -9 | 3 | 9 | -2
- C=CCOc1ccc(CN(C)C(=O)C2CCCO2)cc1 (stereo not drawn)
    -0.5 | -1 | 7 | 5 | 0.0 | -16 | 22 | -17 | -14 | -33 | 10
- CN1CCS/C1=C/C=C1\SC(=S)N(CC(=O)O)C1=O
    -3.6 | -8 | 2 | 18 | -0.2 | 1 | -1 | 6 | -9 | 0 | -2
- Cc1ccc(S(=O)(=O)N2CCCCC2)cc1C(=O)NCc1ccncc1
    0.1 | 5 | -8 | 9 | 0.0 | -23 | -5 | 21 | -3 | 1 | 4
- CCOc1cc(C(=O)N/N=C(\C)Cc2ccc(OC)cc2)cc(OCC)c1OCC
    0.9 | -6 | -12 | -20 | -0.1 | 10 | -3 | 10 | 8 | 12 | 0
- CC1(C)S[C@@H]2[C@H](NC(=O)[C@H](N)c3ccccc3)C(=O)N2[C@H]1C(=O)OC1OC(=O)c2ccccc21 (stereo partly drawn)
    -0.3 | 0 | 27 | 1 | -0.2 | -20 | 7 | -3 | 10 | 3 | 4
- CC(=O)c1c(C)[nH]c(C(=O)OCC(=O)NCCc2ccc(Cl)cc2)c1C
    -0.7 | 1 | -19 | 10 | 0.3 | -14 | 13 | 24 | 10 | 28 | 17
- CCNC(=O)/C(C#N)=C/c1c(N2CCN(C)CC2)nc2c(C)cccn2c1=O
    -0.6 | -1 | -5 | -9 | -0.1 | -3 | 2 | 0 | -5 | 8 | 12
- COc1cc(/C=C2\SC(=S)N(CC(=O)Nc3cccnc3)C2=O)cc(OC)c1OC
    4.3 | -2 | 0 | 3 | -0.1 | -23 | 42 | 1 | 6 | 20 | 8

Two entries picked at random from those above, as already listed:
Under each structure – hiPSC survival | NR2E3 ag-1 | KKLEB tox | Shn3 inh set2 | aDG glyco act | NR2E3 ag-2 | TWEAK Fn14 block | Peg3 prom inh | TRPM1 prom inh | HIF-2a inh | CF NFkB block
- CCOC(=O)C1=C2c3cc(OC)c(OC)cc3CC(C)(C)N2C(=O)C1=O
    1.3 | 2 | -6 | -3 | 0.0 | 9 | 13 | -9 | 3 | 6 | 19
- COc1cc(/C=C2\SC(=S)N(CC(=O)Nc3cccnc3)C2=O)cc(OC)c1OC
    4.3 | -2 | 0 | 3 | -0.1 | -23 | 42 | 1 | 6 | 20 | 8

Screening data deposited in PubChem by several laboratories.

The order is random. Share with any hit: about 4.4%.
